High-throughput results deposited in PubChem by National Center for Advancing Translational Sciences (NCATS).
KB-V1 MDR tox – KB-V1 MDR subline cytotoxicity. KB-V1 MDR cells viability, CellTiter-Glo, 72 h. Potency, µM (titrated, usually from 46.1 µM), without a hit: at the top dose activity change, negative = cytotoxicity, actives largely listed as cytotoxic. 400,000 compounds, 3.4% hits. AID 1347076; further: potency means the concentration at half of the fitted maximal effect; on the % scale 0 is the no-effect control and ±100 the full control effect; nearly all actives have a fitted effect of over 60% in size
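Luminescent ATP read-out (CellTiter-Glo, 10 min) measures survival of drug-selected KB-V1 MDR cells after 72 h, 37 degrees C compound exposure. Medium: phenol-red-free DMEM, 10% FBS. Values from fitted concentration-response curves.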
SW480 rereplic – DNA re-replication induction in SW480 cells; SW480 DNA re-replication, Hoechst DNA content imaging, 48 h; Potency, µM (highest dose often 46.1 µM), for the others: at the top dose re-replication activation, hits mostly activators; 340,000 compounds, 1.8% hits; further: potency means the concentration at half of the fitted maximal effect; % of control where 0% means no effect; nearly all actives have a fitted effect of over 55% in size
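Hoechst fluorescence of nuclei (405 nm excitation, 500-530 nm emission) measured by plate-scanning imager after 48 hr compound exposure at 37 C; re-replication scored as increased number of nuclei with elevated intensity.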
MCF10A rerep – inducers of DNA re-replication in MCF 10A breast cells. MCF 10A DNA re-replication, Hoechst nuclear intensity, 48 h. Potency, µM (series often up to 46.1 µM), for inactives: at the highest dose activity, positive = re-replication, usual class: activators. 350,000 compounds, 2.9% hits. AID 624296; further: potency means the concentration at half of the fitted maximal effect; % of control where 0% means no effect; nearly all actives have a fitted effect of over 50% in size
IL-1B inflam inh – inflammasome signaling inhibition, IL-1 beta readout | THP-1 LPS/ATP IL-1B secretion, AlphaLISA, 16 h; hits give low values | activity change, % at 57.5 µM | 360,000 compounds, 4.7% hits | AID 743279; in the data active means activity change below about -50%; inconclusive means mostly about -30% to -49%; further: on the % scale 0 is the no-effect control and ±100 the full control effect
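Secreted IL-1B measured by AlphaLISA bead assay after 16 h compound exposure of THP-1 cells; compounds (final up to 57.5 uM) added 1 h before LPS (250 ng/mL) and ATP (1.25 mM) stimulation; lower signal means less secretion.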
ATXN2 expr inh – inhibitors of ATXN2 expression; HEK-293 ATXN2-luciferase reporter, luminescence, 24 h; Potency, µM (titrated, usually from 57 µM), without a hit: at the highest dose activity change, negative = inhibition, actives largely listed as inhibitors; 360,000 compounds, 0.72% hits; further: potency means the concentration at half of the fitted maximal effect; on the % scale 0 is the no-effect control and ±100 the full control effect; nearly all actives have a fitted effect of over 55% in size
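qHTS (up to 57 uM final) was run with 24 h compound exposure of reporter cells at 37 °C. Each well was multiplexed: SteadyGlo luminescence measured ATXN2-luciferase expression after a fluorogenic Gly-Phe-AFC viability readout (25 uM final).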
HT1080 IDH1KD tx – HT-1080 IDH1 knockdown cell toxicity (counter line) | HT-1080 IDH1 knockdown viability, ATP luminescence, 48 h | Potency, µM (series often up to 46.1 µM), for inactives: at the top dose activity, negative = toxicity, hits mostly cytotoxic | 360,000 compounds, 2% hits | AID 686971;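 further: potency means the concentration at half of the fitted maximal effect; 0% = DMSO wells and -100% = cell-free medium wells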
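CellTiter-Glo luminescence after 48 h compound exposure at 37 degrees C of IDH1-knockdown HT-1080 cells in 5% FBS RPMI. %Activity scaled between DMSO wells and cell-free media wells, with curves fitted and assigned curve classes.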
WRN helicase inh – WRN helicase (human) inhibition | Potency, µM (top dose mostly 114 µM), without a hit: top-dose activity change, negative = inhibition, hits mostly inhibitors | WRN helicase unwinding, fluorescent forked duplex, kinetic | 360,000 compounds, 0.46% hits | AID 651768 | Q14191; further: potency means the concentration at half of the fitted maximal effect; on the % scale 0 is the no-effect control and ±100 the full control effect; nearly all actives have a fitted effect of over 55% in size
Target sequence (Q14191 whole entry, looked up): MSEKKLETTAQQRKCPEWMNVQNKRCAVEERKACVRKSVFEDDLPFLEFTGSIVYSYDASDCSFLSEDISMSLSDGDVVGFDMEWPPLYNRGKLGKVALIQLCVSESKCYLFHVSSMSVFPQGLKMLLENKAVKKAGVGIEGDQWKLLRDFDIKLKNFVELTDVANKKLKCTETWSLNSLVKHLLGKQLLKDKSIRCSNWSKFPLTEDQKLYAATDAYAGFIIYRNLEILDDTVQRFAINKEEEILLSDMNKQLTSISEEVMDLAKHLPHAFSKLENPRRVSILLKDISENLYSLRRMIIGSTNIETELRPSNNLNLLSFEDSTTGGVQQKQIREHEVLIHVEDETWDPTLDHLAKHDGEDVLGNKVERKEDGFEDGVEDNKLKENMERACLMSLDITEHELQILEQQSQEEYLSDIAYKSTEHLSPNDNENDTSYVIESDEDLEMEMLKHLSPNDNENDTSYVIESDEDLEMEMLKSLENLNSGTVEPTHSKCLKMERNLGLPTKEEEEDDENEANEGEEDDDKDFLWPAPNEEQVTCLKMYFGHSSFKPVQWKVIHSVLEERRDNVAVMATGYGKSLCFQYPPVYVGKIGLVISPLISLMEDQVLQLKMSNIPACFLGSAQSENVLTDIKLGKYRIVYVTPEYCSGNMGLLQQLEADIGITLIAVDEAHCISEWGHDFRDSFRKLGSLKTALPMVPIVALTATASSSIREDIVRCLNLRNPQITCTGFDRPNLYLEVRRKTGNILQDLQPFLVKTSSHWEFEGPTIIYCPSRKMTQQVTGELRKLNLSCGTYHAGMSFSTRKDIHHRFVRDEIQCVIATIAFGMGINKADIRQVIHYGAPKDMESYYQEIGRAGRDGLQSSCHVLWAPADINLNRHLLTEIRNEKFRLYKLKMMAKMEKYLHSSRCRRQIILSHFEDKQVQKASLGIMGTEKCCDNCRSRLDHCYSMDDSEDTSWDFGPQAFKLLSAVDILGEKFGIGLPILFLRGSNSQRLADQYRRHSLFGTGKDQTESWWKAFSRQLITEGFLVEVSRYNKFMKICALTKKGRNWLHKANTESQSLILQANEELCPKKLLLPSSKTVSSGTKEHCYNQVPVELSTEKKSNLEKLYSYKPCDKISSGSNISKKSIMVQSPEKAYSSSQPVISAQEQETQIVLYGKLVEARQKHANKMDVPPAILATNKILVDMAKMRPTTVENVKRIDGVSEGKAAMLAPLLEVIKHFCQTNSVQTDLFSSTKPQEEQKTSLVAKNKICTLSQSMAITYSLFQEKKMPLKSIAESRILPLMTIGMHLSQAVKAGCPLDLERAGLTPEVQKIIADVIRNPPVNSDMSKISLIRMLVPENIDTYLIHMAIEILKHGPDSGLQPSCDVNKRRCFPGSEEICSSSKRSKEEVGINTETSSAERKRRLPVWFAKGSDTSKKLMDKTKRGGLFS
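WRN at 20 nM final preincubated with compound 15 min at room temperature; reaction started with 100 nM fluorophore/quencher forked duplex oligonucleotide and 2 mM ATP final. Unwinding followed kinetically by red fluorescence (ex 525, em 598 nm).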
KB-3-1 cytotox – kills parental KB-3-1 adenocarcinoma cells | Potency, µM (doses to about 46.1 µM), for inactives: top-dose activity change, negative = cytotoxic, actives largely listed as cytotoxic | 400,000 compounds, 1.4% hits | AID 1347075 | KB-3-1 viability, CellTiter-Glo ATP luminescence, 72 h; further: potency means the concentration at half of the fitted maximal effect; on the % scale 0 is the no-effect control and ±100 the full control effect; nearly all actives have a fitted effect of over 60% in size
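KB-3-1 cells, DMEM (no phenol red) + 10% FBS; compound by pin transfer, 72 h, 37 °C. Readout: CellTiter-Glo luminescence after 10 min. Data normalized, curve-fitted.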
HT1080-NT tox – kills 2HG-producing HT-1080-NT fibrosarcoma cells; Potency, µM (doses to about 46.1 µM), for inactives: at the top dose activity, negative = less viability, usual class: cytotoxic; HT-1080-NT fibrosarcoma viability, CellTiter-Glo ATP luminescence, 48 h; 360,000 compounds, 1.6% hits;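 further: NT is the 2HG producing partner of a matched IDH1 knockdown line; potency means the concentration at half of the fitted maximal effect; 0% = DMSO-treated cells and -100% = media-only wells without cells; nearly all actives have a fitted effect of over 55% in size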
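Toxicity toward the 2HG-producing NT line was scored as %Activity, normalised to DMSO and no-cell wells, from CellTiter-Glo luminescence after 48 hours' treatment.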
The depositor's hits bear a star; i = inactive; ? = inconclusive; · = not tested or not shown; ! = repeats disagree; [ ] = dose if it differs, or a comment. Unless noted, the call rests on the fitted dose curve; in most records, active means well fitted curve in the direction sought with a large enough effect; inconclusive means small, poorly fitted or top-dose-only effect, or another doubt; inactive means no such curve, though single readings can be large; an effect the other way counts as inactive or inconclusive. This is a random part of the collection (roughly 12% active in at least one column).

SMILES	KB-V1 MDR tox	SW480 rereplic	MCF10A rerep	IL-1B inflam inh	ATXN2 expr inh	HT1080 IDH1KD tx	WRN helicase inh	KB-3-1 cytotox	HT1080-NT tox
COc1ccc(-c2cccc(NS(=O)(=O)c3cc([N+](=O)[O-])c(C)c([N+](=O)[O-])c3)c2)nn1	3%	3%	15%	17	-8%	-12%	-29%	2%	-3%
O=c1[nH]c(=S)[nH]c2c1C(C1CCCCC1)OC(C1CCCCC1)C2 (configuration not stated)	0%	·	·	0	15%	7%	0%	?	8%
COc1ccc(/C=C/C(=O)NCCc2ccc(OC)c(OC)c2)cc1	3%	2%	1%	-17	-17%	20%	-1%	9%	5%
O=C(CN(C(=O)CCC(=O)Nc1ccccn1)c1ccc(F)cc1)NCCc1ccccc1	?	1%	4%	0	-8%	3%	-1%	-1%	-15%
COCCN(C(=O)c1cc(-c2ccncc2)nc2ccccc12)c1c(N)n(CC(C)C)c(=O)[nH]c1=O	8%	2%	4%	13	1%	-2%	-13%	5%	-1%
CN(CC(=O)Nc1ccc(F)c(F)c1F)C(=O)C1CC(=O)N(c2ccc3c(c2)OCCO3)C1 (configuration not stated)	-3%	-1%	?	13	6%	0%	-3%	-3%	-1%
C=CCN(c1ccc(C(=O)Nc2cccc(C)c2)cc1)S(C)(=O)=O	20%	-3%	-17%	27	-3%	-12%	-5%	?	2%
O=C(c1ccc(S(=O)(=O)N2CCOCC2)cc1)N1CCN(c2ccccn2)CC1	0%	-39%[inhibitor]	1.5µM*	10	-15%	9%	6%	4%	11%
C=CCn1c(SCc2c(C)noc2C)nc2sc3c(c2c1=O)CCCCC3	?	13%	?	-8	-10%	-24%	-4%	-4%	-8%
O=C(NCC(=O)N(CC1CCCO1)C(C(=O)NC1CCCCC1)c1ccc(F)cc1)c1ccco1 (configuration not stated)	-8%	-6%	1%	-26	-2%	4%	16%	-6%	6%
COCCn1nnnc1CN1CCN2CCCC2C1 (configuration not stated)	11%	?	18%	11	2%	-1%	1%	1%	12%
CC1(C)C2CCC1(CS(=O)(=O)N1CCN(c3ccccc3F)CC1)C(=O)C2 (configuration not stated)	-12%	30%	-2%	42	2%	-6%	-24%	-10%	1%
CS(=O)(=O)N1CCN(c2ccc(NC(=S)NC(=O)c3cccs3)cc2)CC1	1%	-55%[inhibitor]	1%	-6	·	2%	3%	-2%	0%
COc1cc(/C=N/Nc2nc(N3CCCC3)nc(N3CCCC3)n2)ccc1O	1%	-3%	?	-9	1%	-6%	1%	12%	-16%
CC(O)Cn1nc([N+](=O)[O-])nc1N (configuration not stated)	?	0%	0%	-1	3%	8%	-6%	12%	9%
COc1ccccc1C(CNC(=O)c1cccc(NS(=O)(=O)c2ccc(C)c(F)c2)c1)N1CCCC1 (configuration not stated)	-4%	-7%	3%	?	-10%	2%	-2%	20%	-5%
Cn1c2c(c(=O)[nH]c1=O)C(NC(=O)c1ccco1)(C(F)(F)F)C(=O)N2 (configuration not stated)	3%	-6%	2%	28	3%	14%	2%	10%	12%
COc1ccc(OCC(=O)Nc2nc3c(s2)CCCC3)cc1	-3%	-10%	-8%	-10	·	0%	-5%	-10%	6%
Cc1ccc(S(=O)(=O)N(C)C[C@@H]2Oc3ccc(NS(=O)(=O)c4ccccc4)cc3CC(=O)N([C@@H](C)CO)C[C@H]2C)cc1	-5%	-6%	?	9	1%	-2%	-3%	2%	-14%
CC(C)CNC(=O)CC1Nc2ccccc2NC1=O (configuration not stated)	16%	-10%	2%	-9	-22%	5%	15%	11%	8%
COc1ccc(C2=NOC(C(=O)NCc3ccco3)C2)cc1 (configuration not stated)	7.3µM*	18µM*	6.5µM*	15	20%	6.3µM*	-34%	13µM*	7.1µM*
CC(=O)O[C@H]1C(=O)[C@@]2(C)[C@H]([C@H](OC(=O)c3ccccc3)[C@]3(O)C[C@H](OC(=O)[C@H](O)[C@@H](NC(=O)c4ccccc4)c4ccccc4)C(C)=C1C3(C)C)[C@]1(OC(C)=O)CO[C@@H]1C[C@@H]2O	13µM*!	2.6µM*	?	-8	-24%	0.0082µM*	0%	0.046µM*!	?
CC(=O)N(C(C)=O)c1ccc(Oc2ccc(Oc3ccc(N(C(C)=O)C(C)=O)cc3)cc2)cc1	-3%	·	·	-24	·	-21%	-4%	-20%	-7%
COc1ccccc1CNc1nc(NCc2ccccc2OC)c2sccc2n1	?	·	·	-52*	?	23µM*	-11%	?	21µM*
CCN(CC)CCn1c(NS(=O)(=O)c2ccc(C)cc2)nc2ccccc21	21µM*	-6%	7%	-10	-4%	-2%	12%	-1%	-7%
O=C(O)CCCN1C(=O)C(=O)/C(=C(/O)c2ccccc2)C1/C=C/c1ccccc1 (configuration not stated)	9%	-8%	3%	0	-16%	14%	-4%	-6%	11%
O=C(CSc1nnc(Cn2c(=O)sc3ccccc32)n1-c1ccccc1)N1CCOCC1	3%	-27%	3%	-6	-3%	-25%	2%	-13%	6%
O=C(COC(=O)c1ccc(F)c(S(=O)(=O)N2CCOCC2)c1)NCc1ccco1	1%	-22%	-31%[inhibitor]	i	-16%	-9%	-3%	?	-6%
CCc1ccc(-n2c(SCC(=O)N3Cc4ccccc4CC3C(=O)O)nnc2-c2ccncc2)cc1 (configuration not stated)	17%	-2%	2%	-1	·	2%	-7%[11.6 µM]	0%	7%
O=C(Cn1c(=O)oc2cc(S(=O)(=O)N3CCOCC3)ccc21)N1CCc2ccccc2C1	-10%	-20%	17%	-8	-7%	0%	-3%	0%	-6%
CCOC(=O)CC1C(=O)NCCN1S(=O)(=O)c1ccc(C)cc1 (configuration not stated)	-1%	5%	0%	13	-7%	2%	7%	3%	0%
CC(=O)N1c2ccc(S(=O)(=O)N(C)Cc3ccco3)cc2CC1C (configuration not stated)	2%	4%	-1%	15	2%	4%	5%	-1%	2%
N=c1n(CC(=O)O)c2ccccc2n1Cc1ccccc1Cl	12%	-3%	0%	19	-5%	0%	-20%	-10%	-3%
COc1ccc(NC(=O)[C@@H]2CCCN2S(=O)(=O)c2ccccc2F)cc1S(=O)(=O)N1CCCCC1	-12%	4%	2%	6	39%[activator]	-8%	0%	0%	-4%
COc1ccc(-c2nc(N)nc(C(F)(F)F)c2-c2ccccc2OC)c(O)c1	17%	-7%	12%	14	·	0%	-8%	2%	4%
COc1ccc(S(=O)(=O)NNc2nc(C)cc(C)n2)cc1[N+](=O)[O-]	?	-9%	5%	31	1%	2%	1%	17%	14%
CCOC(=O)n1c(=O)n(Cc2ccccc2)c2ccccc21	?	-3%	4%	-23	-9%	-9%	-19%	-13%	-1%
Cc1ccc(Cc2cnc(N3C(=N)SC(c4ccccc4)C3=O)s2)cc1 (configuration not stated)	?	-49%[inhibitor]	?	0	-23%	-17%	?	-2%	-6%
CC(C)CC(=O)Nc1nnc(S(=O)(=O)Nc2ccccc2)s1	-2%	-8%	-12%	-4	-4%	-5%	6%	1%	-2%
COc1ccc(Cn2cc(F)c(=O)n(CCC(C)C)c2=O)cc1[N+](=O)[O-]	?	-1%	2%	-7	3%	-4%	-5%	4%	-3%
CCc1nc2ccc(C(=O)NCc3ccco3)cc2nc1CC	-16%	-6%	0%	-17	-2%	11%	-12%	23%	13%
N#Cc1c(NC(=O)COC(=O)c2ccc(S(=O)(=O)N3CCCC3)cc2)sc2c1CCCCC2	13%	-16%	-19%	23	6%	6%	9%	21%	5%
COc1cc2c(cc1OC)C(C)N(S(=O)(=O)c1cccs1)CC2 (configuration not stated)	-14%	1%	12%	16	4%	1%	13%	0%	-1%
Cc1c(C)c2cc(Cl)c(OCC(=O)NCCCN3CCCC3=O)cc2oc1=O	-20%	·	·	-11	·	7%	7%	-7%	3%
Cc1cccc(-n2nnc(C(=O)NCc3ccc4c(c3)OCO4)c2N)c1	?	-2%	23%	-14	-1%	3%	-12%	23%	3%
Cc1ccc(SCCNC(=O)/C=C/c2ccccc2Cl)cc1	0%	-10%	5%	-14	-8%	0%	-8%	0%	11%
CC1Sc2ccc(S(=O)(=O)CCC(=O)N3CCN(c4ccccc4F)CC3)cc2NC1=O (configuration not stated)	?	4%	-1%	10	-21%	-9%	2%	-19%	-23%
CCOc1cccc2sc(Nc3nc4ccc(NC(C)=O)cc4s3)nc12	?	4.1µM*	3.7µM*	?	?	?	?	12µM*	?
S=C1SCN(CC2CC2)CN1CC1CC1	0%	5.8µM*	-1%	-24	?	-10%	-10%	-1%	?
O=C(CNC(=O)c1ccccc1F)N/N=C/c1cccs1	?	-12%	-3%	?	18%	10%	-7%	-3%	14%
COn1c(SC(C)C)nc2ccccc2c1=O	6%	-14%	14%	14	5%	?	-12%	4%	9%
Nc1nc(N2CCN(Cc3ccccc3)CC2)n[nH]1	-3%	-11%	2%	-23	10%	-6%	7%	-9%	-1%
CN(C(=O)c1ccc(NC(=O)Cc2cccc([N+](=O)[O-])c2)cc1)C1CC1	-17%	-7%	10%	-4	10%	1%	3%	-19%	0%
O=C(CNC(=O)c1ccccc1)NCCc1nc2ccccc2[nH]1	19%	-1%[9.22 µM]	4%	4	4%	2%	1%	5%	7%
CN(Cc1cn(Cc2ccccc2)nn1)C1CN(Cc2cn(Cc3ccccc3)nn2)S(=O)(=O)C1 (configuration not stated)	-3%	·	·	3	3%	5%	1%	15%	11%
